Source: PubChem (NCI)
NCI-60 one-dose screen, 48 h, at 10 µM unless noted. Numbers give growth in % (100 = growth as untreated, 0 = no growth, -100 = all killed).
CAKI-1: CAKI-1 renal cancer; 75,000 tested, 4.7% active; AID 1794772
786-0: 786-0 renal cancer cells. 81,000 tested, 5.1% active. AID 1794775
ACHN: ACHN renal cancer; AID 1794771; 81,000 tested, 4.9% active
RXF 393: RXF 393 renal cancer cells; 77,000 tested, 6.9% active
UO-31: UO-31 renal cancer. 81,000 tested, 5.2% active
A498: A498 renal cancer cells; AID 1794774; 76,000 tested, 5.4% active
PC-3: PC-3 prostate cancer cells; 80,000 tested, 3.9% active
TK-10: TK-10 renal cancer cells. 81,000 tested, 3.9% active. AID 1794769
SN12C: SN12C renal cancer cells | 81,000 tested, 3.8% active | AID 1794767
* marks the source's active call; other numbers are inactive results; . = not tested or not shown; & = joins results of further samples. Rule for the calls: active = growth percent below 10; inactive = the rest.

Compound	CAKI-1	786-0	ACHN	RXF 393	UO-31	A498	PC-3	TK-10	SN12C
Nc1c(C(=O)Nc2ccccc2)nnn1-c1ccccc1	87	96	108	124	94	99	104	99	110
COc1ccc(NS(=O)(=O)c2ccc(N)cc2)nn1	90	102	.	120	86	100	87	125	91
COC1=C[C@]23CCC(=O)N2CCc2cc4c(cc2[C@@H]3[C@@H]1OC(=O)C(C)(C)O)OCO4	94	104	96	94	71	76	84	99	99
COc1cc(C(=O)Oc2ccccc2OC(=O)c2cc(OC)c(OC)c(OC)c2)cc(OC)c1OC	92	118	94	89	85	108	89	98	98
O=C(O)c1ccccc1C(=O)c1ccc(F)cc1	99	104	99	109	86	83	102	93	100
CNc1c(C#N)c2c(N)ncnc2n1COCCOC	100	99	90	121	92	97	.	99	96
O=C1Nc2ccccc2/C1=N/N=C/c1cc(Cl)cc(Cl)c1O	91	101	105	98	66	115	87	148	100
CN1C(=O)C(C(=O)/C=C/c2ccc(F)cc2)C(=O)N(C)C1=O	.	101	108	103	100	103	98	99	93
C=CCn1c(SCC(=O)Nc2cccc(C(=O)/C=C/c3ccccc3)c2)nc2ccccc2c1=O	80	100	94	83	67	93	77	116	91
COc1ccc2cc([C@H](C)C(=O)N/N=C/c3ccc(Cl)cc3)ccc2c1	95	95	99	109	83	117	99	103	97
COc1cc(/C=N/N2C(=O)c3ccccc3C2=O)ccc1O	97	104	109	90	94	101	98	113	106
C/C(=N/NC(N)=S)c1ccc(Nc2nc(SC(C)C)nc(-c3ccccc3)c2C#N)cc1	100	102	97	102	72	114	94	133	99
CC(C)(C)OC(=O)N1CCN(CCn2cc(C(F)(F)F)c3c(Cl)ncnc32)CC1	.	107	97	47	-81*	103	8.6*	115	72
CC(=O)N1c2cc3ccccc3cc2N(C(C)=O)c2cc3ccccc3cc21	90	104	97	134	81	118	89	127	96
Nc1ncnc(Nc2ccc(C(F)(F)F)cc2)n1	93	98	98	113	98	.	90	109	100

Going on with the list.
Compound	CAKI-1	786-0	ACHN	RXF 393	UO-31	A498	PC-3	TK-10	SN12C
COc1ccc(/C=C(\c2cc(OC)c(OC)c(OC)c2)c2nnc(-c3ccc(OC)c(OC)c3)o2)cc1	68	.	103	90	57	57	78	98	104
c1cc(C2OCCO2)cs1	97	108	90	106	85	102	106	117	100
Clc1cccc(-c2nnc(-c3nc4ccccc4nc3Cl)o2)c1	94	102	99	122	83	123	100	112	101
CN1C(=O)C(N=Nc2ccc([N+](=O)[O-])cc2)SC1=S (configuration not stated)	75&103	75&70	56&52	94&80	50&37	90&85	51&56	101&87	69&62
COC(=O)/C=C1/CCCCC1(C)C(=O)OC (configuration not stated)	107	96	112	106	95	107	102	104	101
COc1ccc(OC(=O)Nc2ccc([N+](=O)[O-])cc2OC)cc1	294	98	95	107	90	112	100	124	100
NC(=Nc1ccccc1)SCCSC(N)=Nc1ccccc1	100	94	103	111	87	55	90	96	77
CCOC(=O)C1[C@@H]2C(=O)N(c3ccc(Cl)cc3)C(=O)[C@@H]2[C@H](c2cn(-c3ccccc3)nc2C)N1Cc1ccccc1 (some centres not stated)	85	86	70	76	78	88	60	103	87
Cc1ccccc1OCC(O)CN1CCN(c2cccc(Cl)c2)CC1 (configuration not stated)	89	109	111	179	.	94	99	111	91
CC(C)[P+](c1ccccc1)(c1ccccc1)c1ccccc1	90	88	95	93	88	90	50	81	81
CCC(SCC(N)=O)(C(=O)O)c1ccccc1 (configuration not stated)	100	97	98	138	93	79	101	86	95
O=C1CCCN1C1CCN(Cc2ccc(Cl)cc2)c2ccccc21 (configuration not stated)	71	85	100	105	52	119	60	106	98
CCN(CC)C(=O)C(c1ccccc1)c1ccccc1	91	96	99	94	84	85	92	94	90
Clc1ccc2c(c1)Nc1ccccc1S2	79	85	93	86	78	105	73	109	89
NC(=O)c1ccc2c(c1)CN(c1ncc(Cc3ccc(-n4cccn4)cc3)s1)CC2	.	70	.	101	61	74	59	75	96

Next compounds:
Compound	CAKI-1	786-0	ACHN	RXF 393	UO-31	A498	PC-3	TK-10	SN12C
Cc1ccc(CN2CC(C(=O)OCC(=O)NC(=O)C3COc4ccccc4O3)CC2=O)cc1 (configuration not stated)	101	104	108	118	89	123	109	114	102
CN[C@@H]1[C@H](OC2[C@H](O[C@H]3[C@H](O)[C@@H](O)[C@H](N=C(N)N)[C@@H](O)[C@@H]3N=C(N)N)O[C@@H](C)[C@]2(O)C=O)O[C@@H](CO)[C@H](O)[C@H]1O (some centres not stated)	91	99	87	109	.	116	85	104	100
Nc1ccc(C(=O)Nc2ccc3c(O)cc(S(=O)(=O)O)cc3c2)cc1	91	104	102	111	70	.	93	98	105
CCOC(=O)N1CCN(CCOc2c(C3CCCCC3)cc(Cl)cc2[N+](=O)[O-])CC1	65	91	96	92	72	76	45	106	90
COc1cccc(-c2nc3occn3c2-c2ccnc(NCCCNS(=O)(=O)c3cccc(F)c3)n2)c1	78	103	84	99	70	.	79	131	88
COc1cc2c(cc1OC)C(c1ccc3c(c1)Cc1ccccc1-3)OC(=O)C2 (configuration not stated)	83	89	89	86	71	85	82	99	75
OC(c1cc(-c2ccc(C(F)(F)F)cc2)nc(-c2ccc(C(F)(F)F)cc2)c1)C1CCCCN1 (configuration not stated)	-82*	-75*	-73*	-86*	-84*	-80*	-86*	-91*	-79*
N#Cc1cc2c(N)c(C(=O)c3ccc(Cl)cc3)sc2nc1N	93	92	96	103	59	117	94	115	99
COC(=O)C(N)Cc1ccc(OC(c2ccccc2)(c2ccccc2)c2ccccc2)cc1 (configuration not stated)	81	98	99	94	95	100	93	113	106
Cc1c(Cl)cccc1N1C(=O)CC(Sc2ccccc2N)C1=O (configuration not stated)	92	97	94	85	78	70	76	107	88
CC(C)(C)NC/C(=C\c1ccccc1)C(=O)c1ccccc1	-7.5*	-42*	-51*	-66*	-83*	64	0.3*	0.8*	-46*
COc1ccc(CCN2C(=O)CSC2=S)cc1	82	87	99	90	92	.	89	65	89
Cc1ccc(S(=O)(=O)n2cc(C(=O)C(=O)N3CCCCC3)c3ccccc32)cc1	59	89	66	113	54	91	52	103	85
O=S(=O)(c1ccc(N=Cc2cccs2)cc1)c1ccc(N=Cc2cccs2)cc1	108	104	102	118	90	112	95	104	97
O=C1Nc2ccccc2C12CC(c1ccc(Cl)cc1)=NN2 (configuration not stated)	75	100	91	99	69	100	78	115	89

By substructure: those above containing a thiophene ring, fused or not.
Compound	CAKI-1	786-0	ACHN	RXF 393	UO-31	A498	PC-3	TK-10	SN12C
c1cc(C2OCCO2)cs1	97	108	90	106	85	102	106	117	100
N#Cc1cc2c(N)c(C(=O)c3ccc(Cl)cc3)sc2nc1N	93	92	96	103	59	117	94	115	99
O=S(=O)(c1ccc(N=Cc2cccs2)cc1)c1ccc(N=Cc2cccs2)cc1	108	104	102	118	90	112	95	104	97

Quoted from the listing.
RXF 393 with O=C1Nc2ccccc2/C1=N/N=C/c1cc(Cl)cc(Cl)c1O is entered as 98
SN12C with CC(C)(C)OC(=O)N1CCN(CCn2cc(C(F)(F)F)c3c(Cl)ncnc32)CC1 is entered as 72
RXF 393 with Nc1c(C(=O)Nc2ccccc2)nnn1-c1ccccc1 is entered as 124
A498 with C=CCn1c(SCC(=O)Nc2cccc(C(=O)/C=C/c3ccccc3)c2)nc2ccccc2c1=O is entered as 93
ACHN with N#Cc1cc2c(N)c(C(=O)c3ccc(Cl)cc3)sc2nc1N is entered as 96

More entries.
Compound	CAKI-1	786-0	ACHN	RXF 393	UO-31	A498	PC-3	TK-10	SN12C
Cc1nn(-c2ccccc2)c2nc3c(c(-c4ccc(Cl)cc4)c12)CNC1(N3)C(=O)N(C)c2ccccc21 (configuration not stated)	102	104	95	95	88	97	70	111	91
NS(=O)(=O)c1ccc(-n2cc(CN3CCCC3)nn2)cc1	98	102	103	95	83	93	102	101	98
O=C(CSc1nnc(CSc2ccc(Cl)cc2)n1-c1ccccc1)NC(=O)Nc1ccccc1	82	48	73	36	.	115	96	106	91
CCCCC(=O)OC(C)COc1ccc(C(C)CC)cc1 (configuration not stated)	93	99	102	109	105	91	85	79	99
O=C(COc1ccccc1)Nc1ccc(-c2nc3ccccc3s2)c(Cl)c1	91	105	108	.	77	92	85	127	108
CN(C)CCC=C1c2ccccc2-c2ccccc21	.	90	93	81	79	97	85	91	88
CCOC(=O)[C@H](Cc1ccccc1)NC(=O)[C@H](Cc1ccccc1)NCc1cccc(O)c1	98	97	112	102	97	64	92	88	91
c1ccn(CCc2ccncc2)c1	97	101	102	108	91	92	94	104	102
NS(=O)(=O)c1ccc(CCNC(=O)CSc2ccc(-c3ccc(Br)cc3)nn2)cc1	65	75	60	88	56	78	74	72	81
C=S(=C)(Nc1ccc(-c2cc(-c3ccccc3F)on2)cc1)c1ccc(C)cc1	62	96	99	100	70	75	77	169	103
Nc1ccc2c(c1)/C(=C/c1cccnc1)c1ccccc1-2	81	113	82	101	44	.	83	96	87
O=C(N/N=C/c1ccco1)C(=O)Nc1cccc(C(F)(F)F)c1	104	101	106	107	89	102	92	114	97
CCOC(=O)C(NC(=O)c1ccccc1)C(=O)OCC	.	109	101	144	98	103	96	94	108
NC(CCC(=O)OCc1ccccc1)C(=O)OCc1ccccc1 (configuration not stated)	99	109	101	103	84	122	106	106	102
COc1ccc(C2CC(c3ccc4c(c3)OCO4)=Nc3c(N)nc(SC)nc3N2)cc1 (configuration not stated)	69	80	90	74	60	.	56	121	92

Full records, quoted from the list. Order of values: CAKI-1 | 786-0 | ACHN | RXF 393 | UO-31 | A498 | PC-3 | TK-10 | SN12C
CCOC(=O)C(NC(=O)c1ccccc1)C(=O)OCC is entered as . | 109 | 101 | 144 | 98 | 103 | 96 | 94 | 108
Cc1nn(-c2ccccc2)c2nc3c(c(-c4ccc(Cl)cc4)c12)CNC1(N3)C(=O)N(C)c2ccccc21 (configuration not stated) is entered as 102 | 104 | 95 | 95 | 88 | 97 | 70 | 111 | 91
NC(CCC(=O)OCc1ccccc1)C(=O)OCc1ccccc1 (configuration not stated) is entered as 99 | 109 | 101 | 103 | 84 | 122 | 106 | 106 | 102
O=C(CSc1nnc(CSc2ccc(Cl)cc2)n1-c1ccccc1)NC(=O)Nc1ccccc1 is entered as 82 | 48 | 73 | 36 | . | 115 | 96 | 106 | 91
